EBI2 block: blocks human EBI2 receptor beta-arrestin signaling; P32249; EBI2 beta-arrestin recruitment, luminescence, 7a,25-OHC stimulated; 0.81% of 360,000 active; inhibition, % at 5 µM; in the data active = inhibition above about 38%;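 also: enzyme fragment complementation signal reports receptor beta-arrestin coupling in cells; 0% = agonist plus DMSO wells and 100% = wells without agonist; some results beyond the cut were filed as inactive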
Gli-Sufu block: Gli-Sufu pathway antagonism; Sufu-KO-LIGHT fibroblasts, Gli luciferase reporter luminescence; inhibition, % at 5 µM; 0.74% of 340,000 active; AID 588413;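 active = inhibition above about 55%, limit read from the data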;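 also: 0% = DMSO-treated cells and 100% = wells with medium but no cells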
APOBEC3A inh: human APOBEC3A DNA deaminase inhibition | 0.41% of 330,000 active | recombinant A3A, FAM/TAMRA ssDNA deamination fluorescence | AID 493011 | P31941 | inhibition, % at 20 µM;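 active = at least 40% inhibition at 20 µM here, with at most 30% in a related deaminase screen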;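 also: plate controls were A3A with DMSO for no effect and wells lacking A3A enzyme for full effect; some results filed as inactive read as strong as hits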
Target sequence (P31941 whole entry, looked up): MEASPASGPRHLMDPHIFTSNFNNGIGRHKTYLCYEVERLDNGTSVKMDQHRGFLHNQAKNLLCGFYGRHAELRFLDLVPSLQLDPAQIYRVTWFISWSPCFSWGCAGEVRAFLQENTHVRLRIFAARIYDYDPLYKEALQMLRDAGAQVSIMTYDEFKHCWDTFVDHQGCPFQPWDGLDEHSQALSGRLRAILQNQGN
A3G deaminase: APOBEC3G (human) deaminase inhibition; Q9HC16; recombinant A3G, ssDNA deamination FAM/TAMRA fluorescence; inhibition, % at 20 µM; 0.28% of 330,000 active; AID 493012;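 active = inhibition of at least 40% at 20 µM, with no more than 30% in the related APOBEC3A deaminase screen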;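 also: plate controls were DMSO wells with A3G for no effect and wells lacking A3G enzyme for full effect; some compounds called inactive have numbers as strong as hits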
Target sequence (Q9HC16 whole entry, looked up): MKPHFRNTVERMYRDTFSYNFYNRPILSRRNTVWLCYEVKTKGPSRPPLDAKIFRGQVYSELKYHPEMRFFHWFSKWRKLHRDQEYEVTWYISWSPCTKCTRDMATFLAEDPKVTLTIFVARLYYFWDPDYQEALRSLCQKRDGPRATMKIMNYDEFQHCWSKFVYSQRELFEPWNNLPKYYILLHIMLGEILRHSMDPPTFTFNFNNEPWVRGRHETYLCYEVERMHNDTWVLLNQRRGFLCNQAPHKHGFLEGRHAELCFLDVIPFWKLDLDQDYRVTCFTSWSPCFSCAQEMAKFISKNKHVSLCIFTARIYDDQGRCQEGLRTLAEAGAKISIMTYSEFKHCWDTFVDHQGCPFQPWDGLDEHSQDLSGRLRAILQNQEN
NR3A LBD binder: NR3A (human) ligand-binding domain modulation; NR3A LBD differential scanning fluorimetry, Tm shift; 0% = protein alone, 100% = glycine-bound protein; Tm shift relative to glycine control, % at 25 µM; 2.5% of 340,000 active; AID 1259313;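 active = melting temperature shift of at least 10% of the positive control shift, at one fixed dose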
CCR6 antag: CCR6 (human) receptor antagonism; P51684; CHO-K1 CCR6 PathHunter beta-arrestin, luminescence, CCL20-stimulated; inhibition, % at 20 µM; 0.49% of 340,000 active;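 active = compounds whose inhibition of the agonist-driven luminescence signal at 20 µM reaches about 50%, limit read from the data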;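 also: cells stimulated with CCL20 at 14 nM final; plate controls were DMSO with CCL20 for no effect and DMSO without agonist for full effect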
Target sequence (P51684 whole entry, looked up): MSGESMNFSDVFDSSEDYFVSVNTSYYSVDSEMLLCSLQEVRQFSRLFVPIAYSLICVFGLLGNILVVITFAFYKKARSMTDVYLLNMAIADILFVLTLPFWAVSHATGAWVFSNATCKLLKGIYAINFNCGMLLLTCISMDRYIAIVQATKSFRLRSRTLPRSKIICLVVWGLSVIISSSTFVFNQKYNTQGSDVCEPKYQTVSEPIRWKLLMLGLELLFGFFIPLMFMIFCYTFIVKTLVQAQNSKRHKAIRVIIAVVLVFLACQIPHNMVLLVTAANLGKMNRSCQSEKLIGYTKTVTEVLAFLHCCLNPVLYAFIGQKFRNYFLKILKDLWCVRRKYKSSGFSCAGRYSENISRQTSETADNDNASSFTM
MPTP block: blocks calcium-induced mitochondrial swelling; inhibition, % at 10 µM; 1.4% of 360,000 active; isolated mouse mitochondria, Ca2+ swelling absorbance, 30 min; AID 602449;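 active = inhibition of 50% or more, scaled per plate between neutral and stimulator controls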;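 also: 0% = DMSO wells given calcium and 100% = 1 mM EGTA wells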
CXCR6 block: blocks human CXCR6 beta-arrestin recruitment. CHO-K1 PathHunter CXCR6 beta-arrestin, luminescence. inhibition, % at 20 µM. 0.36% of 360,000 active. AID 602244; in the data active = inhibition above about 34%, passing the limit was not always enough;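 also: antagonist mode with CXCL16 agonist at 10 nM final; 0% = 10 nM CXCL16 with DMSO and 100% = unstimulated wells without agonist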
The depositor's hits bear a star; · = no result given. Rows are unselected; any-hit rate near 5.8%.

Sequence of screens: EBI2 block	Gli-Sufu block	APOBEC3A inh	A3G deaminase	NR3A LBD binder	CCR6 antag	MPTP block	CXCR6 block
- CC(=C/c1ccc(C(C)C)cc1)/C=N/NC(=O)c1ccncc1
    2	-28	-1	-4	-1	14	7.0	-11
- COc1cc2cc(C(=O)N/N=C/c3cccc(OC)c3OC)[nH]c2cc1OC
    -10	-4	1	-3	-45	-3	0.7	-2
- Cc1nn(-c2ccccc2)c(Cl)c1/C=N/Nc1ccc(S(=O)(=O)Nc2ccccc2C(=O)O)cc1[N+](=O)[O-]
    19	4	1	-7	1	17	35	14
- O=C(NN1C(=O)/C(=C/C=C/c2ccccc2)SC1=S)c1ccncc1
    4	2	0	-3	-2	6	0.0	12
- CC(C)(C)N1NC2(CCCCC2)NC1=S
    4	-4	0	15	3	-9	-1.1	-1
- CC(Oc1cccc(Cl)c1)C(=O)N(C)CC(=O)Nc1ccc(N2CCOCC2)cc1 (centres undefined)
    5	22	0	-11	-2	1	-1.1	-1
- COc1ccccc1CNC(=O)C1CCN(c2nc3ccccc3o2)CC1
    4	79*	1	-2	-1	-1	-0.4	-5
- Cc1cc(Br)ccc1SCC(=O)Nc1cccnc1
    -1	-2	-1	-8	1	0	-1.3	-9
- O=C(c1cc(Cl)cc(Cl)c1)N1CCC(=O)N(C(COCc2ccccc2)Cc2ccccc2)CC1 (centres undefined)
    13	51	3	4	-3	14	-1.9	1
- COc1ccccc1NC(=S)NNC(=O)c1nn(C)c(C)c1Cl
    2	-3	-3	-5	-1	12	-4.4	9
- CCCNC(=O)c1ccc2c(c1)ncn2-c1cc(C)cc(C)c1
    1	3	-2	-7	0	18	0.3	2
- O=C1C=C(Nc2cccc(O)c2)CC(c2ccco2)C1 (centres undefined)
    0	-1	3	3	1	0	2.6	1
- COc1ccc(N/N=C(\C#N)C(=O)NCCc2ccc(OC)c(OC)c2)cc1
    -6	6	-1	-7	3	18	1.2	7
- COc1ccc(CCNC(=O)C(=O)NCc2ccccn2)cc1
    2	3	1	-7	0	0	-2.0	-1
- Cc1ccc(C)c(NC(=S)NCC(c2ccccc2)N(C)C)c1 (centres undefined)
    -1	-2	5	-2	-1	2	-1.4	-2

Shown as a markdown table: three of the compounds above.
| structure | EBI2 block | Gli-Sufu block | APOBEC3A inh | A3G deaminase | NR3A LBD binder | CCR6 antag | MPTP block | CXCR6 block |
| --- | --- | --- | --- | --- | --- | --- | --- | --- |
| CC(C)(C)N1NC2(CCCCC2)NC1=S | 4 | -4 | 0 | 15 | 3 | -9 | -1.1 | -1 |
| CC(Oc1cccc(Cl)c1)C(=O)N(C)CC(=O)Nc1ccc(N2CCOCC2)cc1 (centres undefined) | 5 | 22 | 0 | -11 | -2 | 1 | -1.1 | -1 |
| COc1ccccc1CNC(=O)C1CCN(c2nc3ccccc3o2)CC1 | 4 | 79* | 1 | -2 | -1 | -1 | -0.4 | -5 |

Single records, from the list above.
Profile of COc1ccccc1NC(=S)NNC(=O)c1nn(C)c(C)c1Cl = EBI2 block = 2; Gli-Sufu block = -3; APOBEC3A inh = -3; A3G deaminase = -5; NR3A LBD binder = -1; CCR6 antag = 12; MPTP block = -4.4; CXCR6 block = 9
Profile of CCCNC(=O)c1ccc2c(c1)ncn2-c1cc(C)cc(C)c1 = EBI2 block = 1; Gli-Sufu block = 3; APOBEC3A inh = -2; A3G deaminase = -7; NR3A LBD binder = 0; CCR6 antag = 18; MPTP block = 0.3; CXCR6 block = 2
Profile of COc1ccccc1CNC(=O)C1CCN(c2nc3ccccc3o2)CC1 = EBI2 block = 4; Gli-Sufu block = 79*; APOBEC3A inh = 1; A3G deaminase = -2; NR3A LBD binder = -1; CCR6 antag = -1; MPTP block = -0.4; CXCR6 block = -5

Further compounds
Sequence of screens: EBI2 block	Gli-Sufu block	APOBEC3A inh	A3G deaminase	NR3A LBD binder	CCR6 antag	MPTP block	CXCR6 block
- NC(=O)CCN(C1CCCCC1)S(=O)(=O)c1cccc2nsnc12
    5	18	-2	-1	-3	12	1.7	6
- O=C(c1cc([N+](=O)[O-])ccc1Cl)N1CCN(c2ccc(F)cc2)CC1
    -8	-14	5	0	3	-16	1.7	-6
- CC(C(=O)N1c2ccccc2CCc2ccccc21)n1nnc(-c2ccc(N(C)C)cc2)n1 (centres undefined)
    25	3	3	3	0	14	-4.2	14
- CCOC(=O)CC(=O)c1[nH]c(C)c(C(=O)OCC)c1C
    -4	-12	1	-3	4	-15	0.9	-8
- O=C1OC(N2CCN(Cc3ccccc3)CC2)c2ccccc21 (centres undefined)
    2	7	4	0	0	8	1.6	-8
- c1ccc2nc(N3CCOCC3)c(N3CCCC3)nc2c1
    5	8	·	·	1	0	0.2	2
- CC(=O)c1cc2c(cc1NS(=O)(=O)c1ccc(C)cc1)OCO2
    -3	1	1	-4	0	-3	-1.4	5
- Cc1c(NC(=O)Nc2ccc(Cl)cc2)c(=O)n(-c2ccccc2)n1C
    1	25	1	-1	-2	1	-1.4	-5
- COc1ccccc1NC(=O)C(C)OC(=O)CCCOc1ccccc1 (centres undefined)
    -10	-9	-3	-3	0	10	-1.0	2
- COCC1CCN(Cc2nc(-c3ccc(OC)cc3)no2)CC1
    -2	20	1	-13	2	3	-1.8	-1
- CCCc1nnc(NC(=O)C(C)N2C(=O)C3C4C=CC(C4)C3C2=O)s1 (centres undefined)
    -1	7	-3	-5	2	-19	-1.1	-3
- O=c1[nH]c(C2CCN(S(=O)(=O)Cc3ccccc3)CC2)nc2c1nnn2Cc1ccccc1
    -11	36	-2	-8	-6	12	0.7	4
- CC1CC(C)CN(S(=O)(=O)c2ccccc2[N+](=O)[O-])C1 (centres undefined)
    1	7	-1	-3	0	22	1.0	5
- Cc1ccc(SCC(=O)N2CCN(c3ccccn3)CC2)cc1
    73*	-7	5	0	2	0	0.4	1
- CC(=O)c1ccc(OCc2cc(C(=O)NCCN3CCCC(O)C3)no2)cc1 (centres undefined)
    -7	7	-4	-2	2	-22	-0.9	-2
- CCOc1cc(/C=N/NC(=O)c2ccccc2-n2cccc2)ccc1O
    -2	-1	-4	-5	-2	4	-3.0	-2
- C=CCOCC(O)Cn1c(N2CCCC2)nc2c1c(=O)n(C)c(=O)n2C (centres undefined)
    -4	0	-11	-2	-2	-4	-0.2	-8
- COc1ccc(N=C2S/C(=C\c3cc(C)n(C)c3C)C(=O)N2C)cc1
    18	-30	-4	1	-6	18	0.6	21
- O=C(CN1CCCCC1)Nc1ccc(S(=O)(=O)c2ccc(NC(=O)CN3CCCCC3)cc2)cc1
    0	4	·	·	-1	6	0.1	0
- CC(=O)c1ccc(NC(=O)CCc2c(C)nc3ncnn3c2C)cc1
    2	-26	·	·	0	7	2.2	-1
- CC1CCC(NC(=O)c2nn(C)c3c2CSc2ccccc2-3)CC1 (centres undefined)
    39	-9	-5	-6	-5	18	-0.9	-9
- CC(C)(C)c1nc(Sc2ccc([N+](=O)[O-])cn2)n[nH]1
    -4	-5	-5	-7	-1	-20	0.5	-6
- COc1ccc(OC)c(NC(=O)c2ccccc2SC)c1
    3	-4	0	-3	0	26	1.1	-2
- COc1ccc(/C(C)=N/Nc2nc(C)c(C(C)=O)s2)cc1
    15	-13	-3	-3	-24	7	1.2	5
- O=C1C2Sc3[nH]c(=O)sc3C(c3cc([N+](=O)[O-])ccc3O)C2C(=O)N1c1ccccc1 (centres undefined)
    1	-12	-1	0	1	31	0.3	13
- CCN(CC)C(=O)C1c2ccccc2Oc2ccccc21
    -6	-10	-3	-10	-2	8	0.7	4
- CC(OC(=O)Cc1ccc(Br)cc1)C(=O)NC1CCCCC1C (centres undefined)
    4	2	-3	-2	0	0	0.8	-12
- COc1cc(NC(=O)CN(C)S(=O)(=O)c2ccc3nc(C)sc3c2)cc(OC)c1
    -7	-1	3	-2	-1	10	0.9	-1
- CCOc1ccc(-n2c(SCC(=O)Nc3ccc(Br)cc3)nc3n[nH]c(C)c3c2=N)cc1
    -10	4	0	-3	19*	-3	6.0	11
- Cc1ccc(-n2c(-c3ccc(Cl)cc3)n[nH]c2=S)c(C)c1
    -8	-5	-12	5	-1	7	0.1	8
- NC(Cc1ccc2nonc2c1)C(=O)O (centres undefined)
    -3	6	-3	-6	0	0	-4.3	-1
- O=C1C2C3C=CC(CC3)C2C(=O)N1c1ccccc1 (centres undefined)
    -15	1	-7	-7	-1	12	0.9	-2
- O=C(Cc1ncc(C(F)(F)F)cc1Cl)NCCc1ccccn1
    -8	55*	-1	-5	0	-1	-2.1	0
- COCCn1c(SCC(=O)Nc2nc3ccccc3s2)nnc1-c1ccoc1C
    2	5	3	1	0	5	0.8	2
- COc1ccc(OC)c(CNC(=O)Cc2c(C(=O)O)[nH]c3ccccc23)c1
    -7	14	3	3	3	8	1.2	-4
- CCCn1c(SCC(=O)Nc2nnc(CC)s2)nnc1-c1ccco1
    -6	0	3	0	1	2	-2.1	-6
- Cc1cccc(-c2nc(CS(=O)CC(=O)NCCc3ccc(Cl)cc3)c(C)o2)c1 (centres undefined)
    1	-2	-4	-7	-1	11	-0.7	-1
- CCOC(=O)c1c(C)nc2sc(C(N)=O)c(N)c2c1-c1ccccc1
    12	23	0	-7	-1	11	-15	-3
- COc1ccc(-n2ccc(=O)c(C(=O)O)n2)cc1
    -5	44	5	-1	0	-8	0.2	-11
- CC(=O)n1cc(/C=C2/N=C(c3ccccc3)OC2=O)c2ccccc21
    -1	5	-1	-3	-2	11	3.3	6
- O=C(Nc1ccccc1)N1CC=C(c2ccc(F)cc2)CC1
    3	-65	-1	-6	21*	12	-0.2	-16
- CCOC(=O)c1c(C(=O)OCC)c(C)n(N2C(=O)CSC2=S)c1C
    -4	-19	1	1	1	18	-7.0	15
- Cc1ccc(S(=O)(=O)N2CCN(Cc3nnc(-c4c(-c5ccccc5)noc4C)o3)CC2)cc1
    2	20	-2	-4	1	11	0.5	0
- Cc1ccc(-n2cccn2)c(CN2CCCC(CNC(=O)c3ccc(F)cc3)C2)c1 (centres undefined)
    1	24	2	-7	0	18	-4.5	7
- N/C(=N\OC(=O)CCC1CCCCC1)c1ccccn1
    -32	-80	3	0	-1	-13	-1.7	3
- O=C(NC(=S)Nc1ccccc1Cl)c1cncc(Br)c1
    -4	-1	-3	-6	1	52*	-1.9	34
- O=C(c1cc(-c2cccs2)on1)N1CCN(c2ccc(F)cc2)CC1
    41	-1	1	-3	13*	15	0.4	-1
- CC(Oc1ccccc1)C(=O)NC1CC(C)(C)NC(C)(C)C1 (centres undefined)
    -4	2	2	-4	0	10	-1.1	-2
- CCN=C(NCC)SC1CC(=O)N(CCc2ccccc2)C1=O (centres undefined)
    0	-1	-7	-5	-4	-4	1.4	1
- O=C(O)C1Cc2[nH]cnc2C(c2ccc(F)cc2)N1 (centres undefined)
    -11	20	-1	-12	4	3	-0.2	-6
- Cc1cc(C)n2nc(C(=O)NC3CCCc4ccccc43)nc2n1 (centres undefined)
    -3	-19	-5	-3	0	-6	-0.3	-2
- COc1ccccc1NC(=O)CSc1nnc(-c2ccncc2)o1
    -7	5	39	7	-1	5	0.5	2

Source: PubChem
